High-throughput results from PubChem BioAssay.
FUS yeast rescue: qHTS for Suppressors of FUS Proteinopathy: Primary screen using FUS-linked yeast assay | S. cerevisiae FUS-expressing, growth rescue, OD600, 24 h | Potency, µM (series often up to 76.6 µM), without a hit: top-dose growth rescue (activation), hits mostly activators | 390,000 tested, 0.24% active | AID 1347120, 2019;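 further: potency means the concentration at half of the fitted maximal effect; plate controls were DMSO vehicle for no effect and reference control for full effect; nearly all actives have a fitted effect of over 55% in size; some results filed as inactive show a strong effect at the top dose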
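Yeast FUS proteinopathy model; galactose-induced FUS (2%), starting OD 0.005. Cpds in dilution series, 24hr, 30C, 99% humidity. Abs 600 nm growth. Pos ctrl CP55940 (top 92uM final); neg ctrl DMSO.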
pAkt inh: HTS Assay for Inhibitors of Akt Phophorylation: Primary Screen | Neuro2A IGF-stimulated pAkt S473 HTRF, 20 min; stronger effect = lower value | activity change, % for hits at 50 µM | 360,000 tested, 0.32% active | AID 651550, 2012; in the data active means activity change below about -80%; inconclusive means mostly about -51% to -80%; further: on the % scale 0 is the no-effect control and ±100 the full control effect
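Neuro2A cells (4,500/well, DMEM with 0.5% FBS) were treated with compound at a single 50 µM final concentration, stimulated with 6 nM IGF for 20 min at 37 °C, and lysed. Phospho-Akt Ser473 was read by HTRF as 665/615 ratio ×10^4.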
GLP1R cytotox: qHTS of GLP-1 Receptor Inverse Agonists: Cytotox Screen | HEK293 cAMP-luciferase reporter cells, luminescence, 24 h | Potency, µM (top dose mostly 38.3 µM), without a hit: at the top dose activity change, negative = inhibition, actives largely listed as inhibitors | 410,000 tested, 0.13% active;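 further: loss of luciferase light is scored as toxicity; potency means the concentration at half of the fitted maximal effect; on the % scale 0 is the no-effect control and ±100 the full control effect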
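1536-well qHTS counterscreen of the MLSMR; 200 cells/uL, 12 h pre-incubation, 23 nL cpd, 24 h at 37 deg C 5% CO2, luciferase detection reagent, 12 min RT, luminescence. Inhibition = undesired.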
TDP-43 yeast inh: qHTS of TDP-43 Inhibitors; TDP-43 expressing yeast growth rescue, BacTiter-Glo, 24 h; Potency, µM (doses to about 46.1 µM), for the others: top-dose growth rescue (activation), actives largely listed as activators; 410,000 tested, 1.8% active; AID 652104, 2013; further: potency means the concentration at half of the fitted maximal effect; % of control where 0% means no effect; nearly all actives have a fitted effect of over 50% in size
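Luminescence from BacTiter-Glo reports growth of TDP-43-expressing yeast after 24 hr at 30 deg C with compound. Cells were raffinose-pregrown to mid-log, then seeded in galactose medium at OD600=0.02.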
aSyn rescue: qHTS of alpha-syn Inhibitors | Yeast expressing alpha-synuclein, growth rescue, BacTiter-Glo, 24 h | Potency, µM (titrated, usually from 46.1 µM), without a hit: at the top dose growth rescue (activation), hits mostly activators | 370,000 tested, 0.14% active | AID 652106, 2013; further: potency means the concentration at half of the fitted maximal effect; % of control where 0% means no effect; nearly all actives have a fitted effect of over 65% in size
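Galactose-induced alpha-syn yeast (OD600=0.02, raffinose-pregrown) + pinned cpd, 24 hr, 30 deg C; growth by BacTiter-Glo luminescence. Growth restoration scores as activation.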
Mm-Cpn inhibitor: Inhibitors of TCP-1 ring complex (TRiC) of Methanococcus maripaludis (MmCpn): qHTS | Chaperonin Mm-Cpn (Methanococcus maripaludis) | purified Mm-Cpn ATPase, ADP Transcreener TR-FRET | Potency, µM (doses to about 76.9 µM), without a hit: top-dose activity, negative = inhibition, hits mostly inhibitors | 330,000 tested, 0.031% active | AID 504842, 2011; further: potency means the concentration at half of the fitted maximal effect; on the % scale 0 is the no-effect control and ±100 the full control effect; nearly all actives have a fitted effect of over 80% in size
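Purified archaeal chaperonin (25 nM final) was preincubated with compound for 10 min at 37°C, then ATP (10 uM final) was added for 30 min at 37°C in Tris pH 7.4/KCl/MgCl2/DTT buffer. ADP was quantified by HTRF Transcreener TR-FRET.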
GLP-1R inv ag: qHTS of GLP-1 Receptor Inverse Agonists (Inhibition Mode); Potency, µM (series often up to 38.3 µM), for inactives: at the highest dose activity change, negative = inhibition, most hits filed as inhibitors; 410,000 tested, 1.6% active; HEK293 GLP-1R CRE-luciferase, luminescence, 24 h; GLP-1R form is constitutively active; further: potency means the concentration at half of the fitted maximal effect; on the % scale 0 is the no-effect control and ±100 the full control effect; nearly all actives have a fitted effect of over 55% in size
Target sequence (P43220 whole entry, looked up): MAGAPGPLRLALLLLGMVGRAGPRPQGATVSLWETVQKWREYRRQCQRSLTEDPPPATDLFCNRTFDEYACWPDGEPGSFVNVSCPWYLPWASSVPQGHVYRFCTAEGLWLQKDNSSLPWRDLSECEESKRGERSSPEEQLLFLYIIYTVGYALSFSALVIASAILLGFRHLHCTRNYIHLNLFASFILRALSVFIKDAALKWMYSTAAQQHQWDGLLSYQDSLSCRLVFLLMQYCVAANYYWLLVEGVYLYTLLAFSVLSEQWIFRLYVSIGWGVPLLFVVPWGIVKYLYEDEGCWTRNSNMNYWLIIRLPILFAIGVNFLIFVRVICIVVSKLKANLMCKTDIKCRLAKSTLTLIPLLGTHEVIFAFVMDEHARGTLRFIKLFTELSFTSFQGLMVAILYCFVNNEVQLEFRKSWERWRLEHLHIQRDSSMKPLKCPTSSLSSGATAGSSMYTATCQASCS
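Assay principle: reduced luminescence from a cAMP-responsive reporter in HEK293 cells co-expressing a constitutively active GLP-1R. Conditions: 24 hr compound incubation, 37 deg C, 5% CO2.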
PTHR1 agonist: qHTS for PTHR1 Agonists: Primary Screen; HEK293 GP2 PTHR1 cells, GloSensor cAMP luminescence, 1 h; Potency, µM (doses to about 115 µM), for inactives: at the highest dose activation, actives largely listed as activators; 410,000 tested, 0.075% active; AID 743266, 2014; further: potency means the concentration at half of the fitted maximal effect; nearly all actives have a fitted effect of over 55% in size; some results filed as inactive show a strong effect at the top dose; inactives centre near -15; many of its hits are not listed in these tables
Target sequence (Q03431 whole entry, looked up): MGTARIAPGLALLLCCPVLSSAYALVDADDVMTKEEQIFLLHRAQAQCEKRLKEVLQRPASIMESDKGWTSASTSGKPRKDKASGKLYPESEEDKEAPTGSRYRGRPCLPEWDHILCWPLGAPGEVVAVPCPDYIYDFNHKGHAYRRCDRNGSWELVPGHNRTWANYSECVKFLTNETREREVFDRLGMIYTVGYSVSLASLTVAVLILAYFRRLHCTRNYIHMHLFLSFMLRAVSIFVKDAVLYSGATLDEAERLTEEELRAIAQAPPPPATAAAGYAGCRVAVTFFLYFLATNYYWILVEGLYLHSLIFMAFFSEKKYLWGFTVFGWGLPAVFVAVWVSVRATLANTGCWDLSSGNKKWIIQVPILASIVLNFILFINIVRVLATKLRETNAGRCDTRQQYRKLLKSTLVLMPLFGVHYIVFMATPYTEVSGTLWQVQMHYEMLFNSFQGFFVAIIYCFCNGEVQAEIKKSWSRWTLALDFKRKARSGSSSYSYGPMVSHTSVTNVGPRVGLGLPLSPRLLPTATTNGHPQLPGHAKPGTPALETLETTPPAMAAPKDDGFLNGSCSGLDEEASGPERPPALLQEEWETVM
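HEK-293-derived GP2 cells expressing PTHR1 and a GloSensor cAMP reporter, 3,000/well, plated overnight, given luciferin plus IBMX (each 0.5 mM as added) for 1 h at 37 °C, then compound for 1 h at 37 °C. Luminescence was read after 15 min at room temperature.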
Abeta rescue: qHTS for compounds that reverse cellular toxicity of Amyloid beta (A-beta) peptide in yeast: Primary Screen; 410,000 tested, 0.063% active; yeast expressing A-beta42, growth rescue, OD600, 48 h; response scale: 0% DMSO, 100% iron-clioquinol control; Potency, µM (top dose mostly 46.1 µM), inactives show top-dose growth rescue, actives largely listed as activators; further: potency means the concentration at half of the fitted maximal effect; nearly all actives have a fitted effect of over 55% in size
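Growth rescue measured by 600 nm absorbance after 48 h yeast culture at 30 C with compound. Values normalized between DMSO and an equimolar ferric chloride plus clioquinol control.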
Active calls of the source: *; i = inactive; ? = inconclusive; . = no result given; [ ] = remark or other dose. Unless noted, the call rests on the fitted dose curve; in most records, active means well fitted curve in the direction sought with a large enough effect; inconclusive means small, poorly fitted or top-dose-only effect, or another doubt; inactive means no such curve, though single readings can be large; an effect the other way counts as inactive or inconclusive. An excerpt (hit frequency here may not be typical).

SMILES | FUS yeast rescue | pAkt inh | GLP1R cytotox | TDP-43 yeast inh | aSyn rescue | Mm-Cpn inhibitor | GLP-1R inv ag | PTHR1 agonist | Abeta rescue
COc1ccc(OC)c(N(/C(N)=N/c2nc(C)cc(C)n2)S(=O)(=O)c2ccc(NC(C)=O)cc2)c1 | 6% | i | 1% | -4% | -2% | 4% | 8% | i | -15%
CCc1ccccc1S(=O)(=O)Cc1ccc(C(=O)NCCc2ccc(Cl)cc2)o1 | ? | . | -21% | 35µM* | . | . | ? | -40%[inhibitor] | 4%
Clc1ccc(Cn2nnc3ccccc32)cc1 | 14% | i | 2% | -8% | 15% | 0% | -15% | -31%[inhibitor] | 1%
CC1=CC(C)(C)Nc2ccc(OC(=O)c3ccco3)cc21 | 2% | i | -15% | ? | 13% | -9% | ? | -12%[57.5 µM] | -12%
Cc1ccc(S(=O)(=O)NCc2ccco2)c(C)c1C | 11% | i | 5% | ? | 12% | -2% | -13% | i | 24%
CC1(C)CC(NC(=O)C(C)(C)Oc2ccc(Cl)cc2)CC(C)(C)N1 | 20% | i | 10% | 6% | 1% | 3% | ? | -25% | 1%
CC(C)CC(C(=O)N1CCc2ccccc2C1)N1C(=O)c2ccccc2C1=O (stereo not drawn) | 16% | i | -15% | 18% | 1% | -1% | ? | i | 5%
CCOc1ccc(Nc2nc3ccccc3n3c(CC)nnc23)cc1 | -9% | . | 0% | 25µM* | . | . | 4% | -13% | 11%
Cc1ccc2c(c1)N(CCC(=O)NCc1ccccc1Cl)C(=O)CO2 | 37% | . | 5% | 26% | . | . | -4% | -21% | 8%
Cc1ccc(C)c(N2CCN(C(=O)CCCCCn3c(=O)[nH]c4ccccc4c3=O)CC2)c1 | 10% | . | -2% | 10% | . | . | -1% | -22% | -7%
O=c1c2ccccc2nc2n1C(CSc1ccc(F)cc1)CS2 (stereo not drawn) | -4% | i | -1% | -6% | 1% | -5% | 14% | i | -4%
NC(=O)C[n+]1cccc(/C=N/O)c1 | -15% | i | 6% | 19% | -4% | -1% | -6% | i | -6%
Cc1oc(CC(C)C)c(CN2CCCC2)c1C(=O)O | 10% | i | -8% | 8% | 2% | 3% | -2% | i | 0%
Cc1ncn(-c2ccccc2)c1-c1ccccc1 | -15% | i | ? | 8% | -1% | 2% | -15% | -34%[inhibitor] | -20%
Cc1cccc(NC(=O)NC(C)CCc2ccccc2)c1 (stereo not drawn) | 5% | i | -13% | -4%[0.397 µM] | 2% | 0% | 10µM* | -16% | 4%
CCOC(=O)COc1c(C=O)cc(Br)cc1OC | -13% | i | 11% | -52%[inhibitor] | 10% | 0% | 2% | i | -1%
CCOC(=O)Cc1nnc(NC(=O)c2ncn[nH]2)s1 | 12% | i | -5% | -1% | -4% | -1% | 4% | -12%[57.5 µM] | -13%
CCCCCn1c(CCCNC(=O)CC)nc2ccccc21 | -28% | i | -11% | 4% | -2% | 1% | -22% | i | 3%
CC(C)C[C@@H](N)c1nnc(SCC(=O)c2ccc(Cl)cc2)o1 | 27% | i | -8% | -21% | 5% | -2% | 0% | i | -11%
NC(=O)c1ccsc1NC(=O)COC(=O)c1ccccc1NCc1ccco1 | 1% | i | -13% | -3% | -3% | -5% | 14% | i | -10%
Cc1ccccc1N1C(=O)C(Oc2ccc(Cl)cc2)C1CNCCCOC(C)C (stereo not drawn) | 18% | i | ? | 2% | 2% | -1% | ? | -24% | 13%
CCCC(=O)c1ccc(OC(=O)c2c(-c3ccccc3Cl)noc2C)cc1 | -5% | . | 2% | 9% | . | . | -6% | -67%[inhibitor] | -14%
Cc1cc(=O)n2c3ccccc3n(CC(O)CN3CCCCC3)c2c1C#N (stereo not drawn) | 8% | i | ? | -24% | 3% | 1% | 0% | 19% | 9%
CCn1c(SCC(=O)NC2CCCC2)nnc1-c1ccncc1 | -1% | i | -5% | -4% | -1% | 1% | 0% | i | 11%
O=C(CC1C(=O)NCCN1CC1CCCCC1)NCc1ccccc1Cl (stereo not drawn) | 22% | i | -9% | -8% | 2% | 1% | -12% | i | 14%
Cc1ccc(NC(=S)NC2CCN(Cc3ccccc3)CC2)c(C)c1 | . | i | -25% | 11% | 2% | -1% | ? | -56%[inhibitor] | 0%
COc1ccc([C@H]2[C@H](C(=O)C(C)(C)C)N3N=Cc4ccccc4C3C23C(=O)OC(C)(C)OC3=O)cc1 (stereo partly drawn) | . | i | -13% | -6% | -1% | 0% | -7% | i | 6%
COc1ccc(CNC(=O)CSc2nnc(C)s2)cc1 | 7% | i | 2% | 25% | -1% | -1% | 5% | -5%[57.5 µM] | -2%
CC(=O)N/C(=C\c1ccc2c(c1)OCO2)C(=O)NC(C(=O)O)c1ccccc1 (stereo not drawn) | 13% | i | 1% | -13% | 1% | -2% | -1% | i | -2%
COCCn1c(SC2CCCCC2=O)nnc1-c1ccncc1 (stereo not drawn) | 2% | i | -6%[0.307 µM] | 12% | 0% | -4% | 16%[0.307 µM] | i | 10%
CN(C)CCNC(=O)c1coc(=O)c(Br)c1 | 4% | i | -3% | 5% | -1% | 1% | 79%[activator] | -5%[57.5 µM] | 7%
CCc1nc2ccc(C(=O)Nc3cccc(NS(C)(=O)=O)c3)cn2c1N(CCC(C)C)CCN(C)C | -10% | i | -3% | 16% | 6% | . | ? | 10% | -8%
CCOC(=O)c1ccc(NNC(C)=O)c([N+](=O)[O-])c1 | -18% | i | -22% | -2%[0.397 µM] | -5% | 0% | 5% | i | 5%
O=C(N[C@@H](Cc1ccccc1)C(=O)NC1CCCCCC1)c1ccco1 | 29% | i | 1% | -23% | -2% | 3% | -11% | i | 12%
O=C(Nc1ccc(Cl)c(S(=O)(=O)N2CCOCC2)c1)c1cc2ccccc2oc1=O | 3% | i | 0% | 8% | 6% | 1% | 13% | -25% | -2%
Cc1ccc(C(=O)N2CC(C)OC(C)C2)cc1S(=O)(=O)N1CCCCC1 (stereo not drawn) | -17% | i | -4% | 1% | 0% | 1% | 10% | -24% | -4%
O=C(CC(c1ccccc1)c1ccccc1O)NCc1ccccc1Cl (stereo not drawn) | 1% | i | -15% | 24% | 3% | 0% | 10µM* | -29% | -1%
CC(=O)Oc1ccc(Cn2c(C)c(C(=O)NCc3cccc(C(F)(F)F)c3)sc2=O)cc1 | 43% | i | -7% | 10% | -4% | . | ? | -4% | -8%
Cc1nnc(NC(=O)C2c3ccccc3Oc3ccccc32)s1 | 16% | i | 21% | -5% | 3% | 1% | ? | -15%[57.5 µM] | 5%
COc1ccccc1N1CCN(C(=O)CSc2nc(-c3ccco3)cc(C(F)(F)F)n2)CC1 | 39% | . | -13% | 12% | 3% | -6% | ? | -5%[57.5 µM] | 4%

Ten consecutive entries from above, quoted:
SMILES | FUS yeast rescue | pAkt inh | GLP1R cytotox | TDP-43 yeast inh | aSyn rescue | Mm-Cpn inhibitor | GLP-1R inv ag | PTHR1 agonist | Abeta rescue
CN(C)CCNC(=O)c1coc(=O)c(Br)c1 | 4% | i | -3% | 5% | -1% | 1% | 79%[activator] | -5%[57.5 µM] | 7%
CCc1nc2ccc(C(=O)Nc3cccc(NS(C)(=O)=O)c3)cn2c1N(CCC(C)C)CCN(C)C | -10% | i | -3% | 16% | 6% | . | ? | 10% | -8%
CCOC(=O)c1ccc(NNC(C)=O)c([N+](=O)[O-])c1 | -18% | i | -22% | -2%[0.397 µM] | -5% | 0% | 5% | i | 5%
O=C(N[C@@H](Cc1ccccc1)C(=O)NC1CCCCCC1)c1ccco1 | 29% | i | 1% | -23% | -2% | 3% | -11% | i | 12%
O=C(Nc1ccc(Cl)c(S(=O)(=O)N2CCOCC2)c1)c1cc2ccccc2oc1=O | 3% | i | 0% | 8% | 6% | 1% | 13% | -25% | -2%
Cc1ccc(C(=O)N2CC(C)OC(C)C2)cc1S(=O)(=O)N1CCCCC1 (stereo not drawn) | -17% | i | -4% | 1% | 0% | 1% | 10% | -24% | -4%
O=C(CC(c1ccccc1)c1ccccc1O)NCc1ccccc1Cl (stereo not drawn) | 1% | i | -15% | 24% | 3% | 0% | 10µM* | -29% | -1%
CC(=O)Oc1ccc(Cn2c(C)c(C(=O)NCc3cccc(C(F)(F)F)c3)sc2=O)cc1 | 43% | i | -7% | 10% | -4% | . | ? | -4% | -8%
Cc1nnc(NC(=O)C2c3ccccc3Oc3ccccc32)s1 | 16% | i | 21% | -5% | 3% | 1% | ? | -15%[57.5 µM] | 5%
COc1ccccc1N1CCN(C(=O)CSc2nc(-c3ccco3)cc(C(F)(F)F)n2)CC1 | 39% | . | -13% | 12% | 3% | -6% | ? | -5%[57.5 µM] | 4%
